# Source: PubChem
# ALOX12 inh – Primary qHTS assay for inhibitors of human arachidonate 12S-lipoxygenase (ALOX12): Round 2; Polyunsaturated fatty acid lipoxygenase ALOX12 (Homo sapiens), P18054; purified 12hLO, xylenol orange hydroperoxide absorbance; Potency, µM (series often up to 108 µM), for inactives: at the top dose activity change, negative = inhibition, most hits filed as inhibitors; hit rate 1.1% among 580,000; AID 1671190, 2021; further: on the % scale 0 is the no-effect control and ±100 the full control effect
#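 Purified human 12hLO at 150 nM in 25 mM Hepes, 0.01% Triton X-100, pH 7.0, preincubated 15 min at room temperature with compound. Reaction started with 40 uM arachidonic acid, 30 min at room temperature. Hydroperoxide measured by Fe-xylenol orange, 573/405 nm absorbance ratio.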
# JMJD2A Tudor – qHTS Assay for Inhibitors of JMJD2A-Tudor Domain; Potency, µM (doses to about 114 µM), for inactives: at the top dose activity change, negative = inhibition, hits mostly inhibitors; Lysine-specific demethylase 4A (Homo sapiens), O75164; AlphaScreen JMJD2A-Tudor / H3K4me3 peptide binding; hit rate 4.4% among 390,000; AID 504339, 2011; further: on the % scale 0 is the no-effect control and ±100 the full control effect; nearly all actives have a fitted effect of over 50% in size
# GLS inhibitor – qHTS for Inhibitors of Glutaminase (GLS) | Glutaminase kidney isoform, mitochondrial (Homo sapiens), O94925 | GLS enzymatic activity, qHTS titration | Potency, µM (titrated, usually from 45.5 µM), for inactives: at the top dose activity change, negative = inhibition, usual class: inhibitors | hit rate 0.21% among 410,000; further: on the % scale 0 is the no-effect control and ±100 the full control effect
#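 Two-point fluorescence kinetic (t0, 30 min RT) for hKGA; glutamate detected via glutamate oxidase–HRP–Amplex Red. Substrate: 1 mM L-glutamine solution; buffer 45 mM KH2PO4, pH 8.2.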
# RGS4 inh – Inhibitors of Regulator of G Protein Signaling (RGS) 4: qHTS; Regulator of G-protein signaling 4 (Homo sapiens), P49798; Transcreener GDP fluorescence polarization, RGS4-accelerated GTP hydrolysis; Potency, µM (highest dose often 114 µM), without a hit: top-dose activity change, negative = inhibition, usual class: inhibitors; hit rate 0.039% among 390,000; AID 504845, 2011; further: on the % scale 0 is the no-effect control and ±100 the full control effect; nearly all actives have a fitted effect of over 75% in size; some results filed as inactive show a strong effect at the top dose
# Target sequence (P49798 whole entry, looked up): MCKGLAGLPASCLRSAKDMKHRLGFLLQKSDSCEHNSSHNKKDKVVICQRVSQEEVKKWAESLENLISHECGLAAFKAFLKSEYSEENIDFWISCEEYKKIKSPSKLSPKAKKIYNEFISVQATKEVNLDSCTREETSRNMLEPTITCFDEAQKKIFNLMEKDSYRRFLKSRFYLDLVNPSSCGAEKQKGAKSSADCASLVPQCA
#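 MLSMR compounds (23 nl, pin-transferred) preincubated 10 min at room temperature with a 500nM (2x) first reagent, then RGS4 at 900nM (2x) plus Transcreener GDP mix added; fluorescence polarization (620/688 nm) read before and after 90 min at 30 °C.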
# HP1b chromo inh – HTS for Inhibitors of HP1-beta Chromodomain Interactions with Methylated Histone Tails | AlphaScreen HP1-beta / biotin-H3K9me3 peptide binding | Potency, µM (doses to about 114 µM), without a hit: top-dose activity change, negative = inhibition, hits mostly inhibitors | Chromobox protein homolog 1 (Homo sapiens), P83916 | hit rate 0.56% among 390,000; further: nearly all actives have a fitted effect of over 70% in size; inactives centre near 23
# Target sequence (P83916 whole entry, looked up): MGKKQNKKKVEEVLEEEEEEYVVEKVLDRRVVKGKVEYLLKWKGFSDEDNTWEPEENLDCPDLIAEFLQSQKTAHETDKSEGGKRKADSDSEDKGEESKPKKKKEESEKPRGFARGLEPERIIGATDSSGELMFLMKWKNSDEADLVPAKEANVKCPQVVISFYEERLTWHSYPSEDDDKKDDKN
#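 HP1-beta protein (50 nM final) preincubated 30 min at room temperature with biotinylated H3(1-18)K9me3 peptide (50 nM) in PBS pH 7.4, 0.01% Tween-20, then compound added for 30 min. AlphaScreen streptavidin donor/nickel chelate acceptor beads (10 ug/mL final), 30 min dark, luminescence read.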
# Pin1 inh – qHTS Assay to Find Inhibitors of Pin1; Peptidyl-prolyl cis-trans isomerase NIMA-interacting 1 (Homo sapiens), Q13526; Pin1 FP peptide displacement, HiFluor488, 10 min; hit rate 0.009% among 390,000; Potency, µM (series often up to 115 µM), for the others: at the top dose activity, negative = inhibition, usual class: inhibitors; active means well fitted inhibition curve with a large enough effect in the polarisation, with a control signal flat, not every such curve was filed as active; inconclusive means small, poorly fitted or top-dose-only effect, or effect the other way, or a change in a side signal; inactive means no such curve, though single readings can be large or run the other way; the % refers to the polarisation; further: on the % scale 0 is the no-effect control and ±100 the full control effect
# Target sequence (Q13526 whole entry, looked up): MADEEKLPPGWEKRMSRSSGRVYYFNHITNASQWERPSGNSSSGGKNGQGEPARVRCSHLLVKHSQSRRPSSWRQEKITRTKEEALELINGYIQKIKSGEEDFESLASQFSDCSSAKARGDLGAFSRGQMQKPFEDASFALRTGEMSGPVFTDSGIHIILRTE
# PGK inhibitor – qHTS Assay to Find Inhibitors of Phosphoglycerate Kinase; PGK/GAPDH coupled, Kinase-Glo luminescence, 60 min; Potency, µM (titrated, usually from 57.5 µM), for the others: at the top dose activity change, negative = inhibition, most hits filed as inhibitors; hit rate 0.043% among 380,000; further: on the % scale 0 is the no-effect control and ±100 the full control effect; nearly all actives have a fitted effect of over 60% in size
# Target sequence (P07378 whole entry, looked up): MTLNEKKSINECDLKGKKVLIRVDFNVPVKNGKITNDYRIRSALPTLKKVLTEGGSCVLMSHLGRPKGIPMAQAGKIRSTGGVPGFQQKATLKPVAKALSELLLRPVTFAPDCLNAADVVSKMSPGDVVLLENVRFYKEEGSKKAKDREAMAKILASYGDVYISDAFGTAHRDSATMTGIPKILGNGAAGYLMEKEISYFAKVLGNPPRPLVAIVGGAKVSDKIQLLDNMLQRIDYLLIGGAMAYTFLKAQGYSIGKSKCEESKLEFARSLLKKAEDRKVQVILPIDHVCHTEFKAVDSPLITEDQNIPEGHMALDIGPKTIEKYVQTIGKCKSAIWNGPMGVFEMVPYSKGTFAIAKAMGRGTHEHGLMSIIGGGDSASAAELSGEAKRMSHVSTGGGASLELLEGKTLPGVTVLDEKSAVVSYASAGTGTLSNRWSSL
#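 Recombinant glycosomal PGK reaction used 1,3-bisphosphoglycerate generated in-well by GAPDH (100nM final) in 100mM TEA pH 7.6, 5mM MgCl2, 0.01% Tween-20. After 60 minutes at room temperature, ATP was read by Kinase-Glo Plus luminescence end-point.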
# ERG-DNA inh – qHTS for Small Molecule Inhibitors of the ERG Ets/DNA interaction. fluorescence polarization, His-ERG Ets domain / labelled DNA. Potency, µM (doses to about 76.9 µM), inactives show top-dose FP activity, negative = inhibition, hits mostly inhibitors. Transcriptional regulator ERG (Homo sapiens), P11308. hit rate 0.028% among 370,000; active means well fitted inhibition curve with a large enough effect in the polarisation, with a control signal flat; inconclusive means small, poorly fitted or top-dose-only effect, or effect the other way, or a change in a side signal; inactive means no such curve, though single readings can be large or run the other way; the % refers to the polarisation;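 further: polarization taken with two DNA probes labelled with fluorescein and Texas red; % of control where 0% means no effect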
#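 His-tagged ERG Ets domain (1 uM in the protein solution; 300mM KCl, 50mM Tris-HCl, 1mM EDTA, 1mM DTT, pH 7.5) received compound, then a probe mix of 5 nM fluorescein-DNA and 100nM Texas-615-DNA. Fluorescence polarization was read for both dyes.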
# rTrxR1 inhibitor – qHTS Assay for Inhibitors of Mammalian Selenoprotein Thioredoxin Reductase 1 (TrxR1): qHTS; Potency, µM (doses to about 114 µM), without a hit: at the highest dose activity change, negative = inhibition, hits mostly inhibitors; hit rate 1% among 390,000; AID 588453, 2011; recombinant rTrxR1, NADPH fluorescence consumption, selenite substrate; further: on the % scale 0 is the no-effect control and ±100 the full control effect; nearly all actives have a fitted effect of over 65% in size
#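 Rat TrxR1 (90 nM in the dispensed reagent) was pre-reduced with 400 uM NADPH for 5 min at room temperature, then incubated with compound for 15 min. After 400 uM selenite was added, NADPH fluorescence (Ex 340/Em 450 nm) was followed for 8 min.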
# * marks the source's active call; other numbers are inactive results; i = inactive; ? = inconclusive; [ ] = dose if it differs, or a comment. Unless noted, the call rests on the fitted dose curve; in most records, active means well fitted curve in the direction sought with a large enough effect; inconclusive means small, poorly fitted or top-dose-only effect, or another doubt; inactive means no such curve, though single readings can be large; an effect the other way counts as inactive or inconclusive. Potency means the concentration at half of the fitted maximal effect. Some of the compounds tested. The share of hits here may be higher or lower than overall.
SMILES,ALOX12 inh,JMJD2A Tudor,GLS inhibitor,RGS4 inh,HP1b chromo inh,Pin1 inh,PGK inhibitor,ERG-DNA inh,rTrxR1 inhibitor
COC(=O)C1=C(C(=O)OC)SC2(S1)C(C(=O)OC)=C(C(=O)OC)SC1=C2c2cc(C)ccc2NC1(C)C,?,56µM*,-11%,-99%,-81%,-12%,-2%,4%,-12%[57.1 µM]
CCN(CC)c1nc(C)c2c(c1C#N)CC(C)(C)OC2,0%,22%,0%,9%,80%[activator],-10%,3%,-1%,12%[57.1 µM]
O=C(COC(=O)CNS(=O)(=O)c1ccc(Cl)cc1)NC1CCCCC1,-15%,-4%,-1%,25%,4%,2%,9%,-6%,7%
CCCOC(=O)CSc1nnc(-c2ccccc2Cl)o1,6%,29%,0%,7%,84%[activator],-2%,0%,0%,-11%
O=C(NCc1ccccc1)C(c1ccc(F)cc1)N(Cc1ccco1)C(=O)c1ccccn1 (stereo unspecified),0%,-24%,2%,?,38%,5%,i,5%,-4%
CN(C)C(=O)CSc1ncnc2scc(-c3ccccc3)c12,-11%,-14%[57.1 µM],1%,-25%,12%,12%,-9%,9%,24%[57.1 µM]
Cc1ccc(C(=O)OCC(=O)Nc2ccc(Cl)cn2)cc1S(=O)(=O)N1CCOCC1,3%,-18%,-8%,-21%,26%,-8%,i,-3%,-1%
O=c1cc(N2CCN(c3ccc(F)cc3)CC2)[nH]c(=O)n1-c1ccc(Br)cc1,-5%,-5%,23%,-20%,42%[activator][57 µM],1%,i,1%,-20%[57.1 µM]
CCc1nc2nc(C)cc(Nc3cc(Cl)ccc3OC)n2n1,1%,-20%,-1%,3%,12%,3%,9%,-2%,3%
COc1cc(CNCCSc2nnnn2C)cc(Cl)c1OCc1ccccc1,-20%,-7%,6%,1%,41%[activator],-2%,2%,3%,7%
Cc1cc(OC(=O)c2ccc(C)c(C)c2)c([N+](=O)[O-])c(=O)[nH]1,-3%,1%,7%,8%,18%[57 µM],-3%,-5%,11%,6%
COCCCNC(=O)c1ccc(C)c(-n2c(C)nc3cccnc32)c1,-11%,-16%,-4%,20%,7%,-2%,-1%,-2%,34%
CCOC(=O)c1c(NC(=O)c2ccc(S(=O)(=O)N(C)CC3CCCO3)cc2)sc2c1CC(C)(C)NC2(C)C (stereo unspecified),6%,-12%,-2%,-10%,48%[activator],3%,i,-10%,8%
Cc1ccc(S(=O)(=O)Nc2ccc(Cl)cn2)cc1C,0%,-10%,5%,3%,26%,0%,-8%,5%,26%
Cc1c(-c2ccccc2)nnn1-c1ccc(F)cc1F,0%,9%,-1%,-5%,20%,-5%,-13%,-10%,21%[57.1 µM]
COC(=O)NNC(=S)NCc1ccccc1,-3%,-6%,28%,-9%,7%,-2%,-2%,1%,-9%
CCOc1ccc(-n2nc3ccc(NC(=O)COc4ccc(OC)cc4)cc3n2)cc1,?,-27%,-7%,8%,18%,5%,-4%,4%,13%
COc1cc(C2c3c(oc4ccccc4c3=O)C(=O)N2CCN2CCOCC2)cc(OC)c1OC (stereo unspecified),14%,-4%,-5%,16%,45%,0%,-4%,-5%,?
O=C(CSc1nnc(Cc2cc(=O)[nH]c(=O)[nH]2)n1-c1ccccc1)N1CCCCC1,7%[57.4 µM],-6%,-1%,-2%,61%[activator],1%,9%,-1%,-7%[57.1 µM]
O=C(NCC1CCCO1)c1cc([N+](=O)[O-])ccc1Cl (stereo unspecified),-5%,1%,?,-8%,15%,-5%,5%,3%,-16%
CCCCCC(=O)NNC1CC(=O)N(c2cccc(OCC)c2)C1=O (stereo unspecified),6%,-22%,11%,-19%,17%,1%,-1%,1%,8%[11.4 µM]
CCCCc1nn2c(=O)cc(COC(=O)c3ccc(NC(=O)C4CCCCC4)cc3)nc2s1,0%,-13%,-3%,5%,18%,2%,i,-10%,6%[57.1 µM]
CN(C(=O)CSc1nnc(-c2ccccc2F)o1)c1ccccc1,-10%,-12%,1%,16%,13%,-6%,-6%,2%,0%
COc1cccc(CC(=O)NC2CCCN(Cc3ccccc3F)C2)c1 (stereo unspecified),0%,-10%,-4%,7%,35%,-3%,i,-20%,11%
CCc1noc(C)c1C(=O)Nc1ncc(C)s1,-3%,-10%,1%,5%,22%,-4%,6%,5%,2%
# (more compounds)
SMILES,ALOX12 inh,JMJD2A Tudor,GLS inhibitor,RGS4 inh,HP1b chromo inh,Pin1 inh,PGK inhibitor,ERG-DNA inh,rTrxR1 inhibitor
COc1ccc(-c2cc([C@H]3[C@H]4C=CC[C@@H](C)[C@@H]4C(=O)N3Cc3ccccc3)ccc2F)cc1,1%,-19%,1%,18%,34%,?,7%,4%,-12%
Cc1cccc(N2CCN(C(=O)COc3ccc4ccc(=O)oc4c3)CC2)c1C,0%,-8%,-2%,-14%,31%,5%,-10%,-5%,17%
COc1ccc(OC)c(NC(=O)c2nnn(Cc3ccccc3C)c2N)c1,-8%,-33%,-5%,7%,-11%,3%,3%,6%,7%
c1ccc(-c2csc3ncnc(NCc4ccccn4)c23)cc1,143%[activator],-20%,2%,-4%,47%[activator],2%,-8%,-3%,19%
CCOc1ncccc1C(=O)OC(C)C(=O)Nc1ccc(N2CCOCC2)cc1 (stereo unspecified),-2%,-16%,26%,-1%,30%,1%,-2%,5%,6%
COc1ccc(NC(=O)N(C)C[C@H]2Oc3c(NS(=O)(=O)c4ccc(F)cc4)cccc3C(=O)N([C@H](C)CO)C[C@@H]2C)cc1,9%,-23%,15%,16%,17%,-5%,i,-3%,-3%
O=C(CN(c1cccc(Cl)c1)S(=O)(=O)c1ccc(Cl)cc1)N1CCc2ccccc2C1,2%,3%,-10%,-9%,28%,-7%,0%,-3%,6%[57.1 µM]
O=C(O)/C=C/C(=O)NCCc1cccc(Cl)c1,-10%,3%,9%,-7%[56.9 µM],74%[activator],-1%,-6%,-1%,18%
Cn1c(-c2ccc(C(F)(F)F)cc2)cc2onc(-c3ccccc3)c2c1=O,0%,-8%,-4%,-2%,44%[activator],-3%,6%,3%,26%
Cc1cc(/C=C2/C(=O)N(C)C(=S)N2C)c(C)n1C1CC1,-22%,?,2%,-30%,-11%,?,-2%,39%[activator],?
CC(C)(C(=O)O)n1cncn1,?,-28%,-6%,-17%,26%,-4%,-5%,1%,7%[57.1 µM]
COc1cc(CCC(=O)Oc2ccc(C(C)=O)cc2)cc(OC)c1OC,-6%,-5%,-3%,?,33%,1%,i,3%,-4%
O=S(=O)(Nc1ccc(F)cc1)c1ccc(NC(=S)Nc2ccccc2)cc1,0%,-20%,22%,-10%,-6%,0%,-6%,-12%,?
COC(=O)Nc1ccc(S(=O)(=O)Nc2cccc3ccccc23)cc1,-2%,-17%,30%,-12%,18%,1%,-11%,3%,18%
O=C1CC(N2CCN(c3ccccc3)CC2)C(=O)N1c1cccc(Br)c1 (stereo unspecified),?,-20%,8%,23%,23%,0%,-2%,-10%,11%

# An excerpt from above, showing only GLS inhibitor, ALOX12 inh and rTrxR1 inhibitor.
mol | GLS inhibitor | ALOX12 inh | rTrxR1 inhibitor
O=C1CC(N2CCN(c3ccccc3)CC2)C(=O)N1c1cccc(Br)c1 (stereo unspecified) | 8% | ? | 11%
COc1ccc(NC(=O)N(C)C[C@H]2Oc3c(NS(=O)(=O)c4ccc(F)cc4)cccc3C(=O)N([C@H](C)CO)C[C@@H]2C)cc1 | 15% | 9% | -3%
Cc1cccc(N2CCN(C(=O)COc3ccc4ccc(=O)oc4c3)CC2)c1C | -2% | 0% | 17%

# Some of these compounds in order of the ERG-DNA inh value, rising:
SMILES | ALOX12 inh | JMJD2A Tudor | GLS inhibitor | RGS4 inh | HP1b chromo inh | Pin1 inh | PGK inhibitor | ERG-DNA inh | rTrxR1 inhibitor
O=C1CC(N2CCN(c3ccccc3)CC2)C(=O)N1c1cccc(Br)c1 (stereo unspecified) | ? | -20% | 8% | 23% | 23% | 0% | -2% | -10% | 11%
Cc1cccc(N2CCN(C(=O)COc3ccc4ccc(=O)oc4c3)CC2)c1C | 0% | -8% | -2% | -14% | 31% | 5% | -10% | -5% | 17%
O=C(CN(c1cccc(Cl)c1)S(=O)(=O)c1ccc(Cl)cc1)N1CCc2ccccc2C1 | 2% | 3% | -10% | -9% | 28% | -7% | 0% | -3% | 6%[57.1 µM]
CC(C)(C(=O)O)n1cncn1 | ? | -28% | -6% | -17% | 26% | -4% | -5% | 1% | 7%[57.1 µM]
CCOc1ncccc1C(=O)OC(C)C(=O)Nc1ccc(N2CCOCC2)cc1 (stereo unspecified) | -2% | -16% | 26% | -1% | 30% | 1% | -2% | 5% | 6%
COc1ccc(OC)c(NC(=O)c2nnn(Cc3ccccc3C)c2N)c1 | -8% | -33% | -5% | 7% | -11% | 3% | 3% | 6% | 7%
